Screens as filed in PubChem.
Rac1 mut GTP = human Rac1 activated mutant GTP binding change; 190,000 tested, 0.11% active; AID 764; GST-Rac1 activated beads, fluorescent GTP binding, flow cytometry; actives lie on both sides; 100% means binding = to untreated wells; P63000; percent activity (GTP binding), % at 10 µM;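 active = GTP binding at least 20 percentage points away from the 100% baseline, in either direction, so actives lie on both sides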
Rab2 wt GTP = changes GTP binding to wildtype dog Rab2A, up or down; P61105; 190,000 tested, 0.19% active; GST-Rab2 wt beads, Bodipy-GTP binding, flow cytometry; GTP binding activity, % at 10 µM; AID 760;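 active = GTP binding activity at least 20 points away from 100%, either lowered or raised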;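 note: 0% = beads with excess unlabeled GTP and 100% = no-compound control corrected for plate trend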
Pf gametocyte = inhibitors of late stage P. falciparum gametocyte viability. P. falciparum stage V gametocytes, ATP luminescence, 24 h. inhibition, % at 10.9 µM. 150,000 tested, 0.065% active. AID 743093;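 active = inhibition above the mean plus 3 SD of compounds within the control limits, set per campaign, cut at about 38% in these data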;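 note: 0% = DMSO wells and 100% = medium only without gametocytes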
ABCB1 block = human ABCB1 inhibition, ABCG2 as counter-screen. P08183. CCRF-Adr cells, JC-1 efflux, flow cytometry. inhibition, % at 6.6 µM. 190,000 tested, 0.067% active; in the data active = inhibition above about 40%;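 note: 0% = vehicle and 100% = reference inhibitor; higher value means more JC-1 retained so stronger ABCB1 efflux block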
Target sequence (P08183 whole entry, looked up): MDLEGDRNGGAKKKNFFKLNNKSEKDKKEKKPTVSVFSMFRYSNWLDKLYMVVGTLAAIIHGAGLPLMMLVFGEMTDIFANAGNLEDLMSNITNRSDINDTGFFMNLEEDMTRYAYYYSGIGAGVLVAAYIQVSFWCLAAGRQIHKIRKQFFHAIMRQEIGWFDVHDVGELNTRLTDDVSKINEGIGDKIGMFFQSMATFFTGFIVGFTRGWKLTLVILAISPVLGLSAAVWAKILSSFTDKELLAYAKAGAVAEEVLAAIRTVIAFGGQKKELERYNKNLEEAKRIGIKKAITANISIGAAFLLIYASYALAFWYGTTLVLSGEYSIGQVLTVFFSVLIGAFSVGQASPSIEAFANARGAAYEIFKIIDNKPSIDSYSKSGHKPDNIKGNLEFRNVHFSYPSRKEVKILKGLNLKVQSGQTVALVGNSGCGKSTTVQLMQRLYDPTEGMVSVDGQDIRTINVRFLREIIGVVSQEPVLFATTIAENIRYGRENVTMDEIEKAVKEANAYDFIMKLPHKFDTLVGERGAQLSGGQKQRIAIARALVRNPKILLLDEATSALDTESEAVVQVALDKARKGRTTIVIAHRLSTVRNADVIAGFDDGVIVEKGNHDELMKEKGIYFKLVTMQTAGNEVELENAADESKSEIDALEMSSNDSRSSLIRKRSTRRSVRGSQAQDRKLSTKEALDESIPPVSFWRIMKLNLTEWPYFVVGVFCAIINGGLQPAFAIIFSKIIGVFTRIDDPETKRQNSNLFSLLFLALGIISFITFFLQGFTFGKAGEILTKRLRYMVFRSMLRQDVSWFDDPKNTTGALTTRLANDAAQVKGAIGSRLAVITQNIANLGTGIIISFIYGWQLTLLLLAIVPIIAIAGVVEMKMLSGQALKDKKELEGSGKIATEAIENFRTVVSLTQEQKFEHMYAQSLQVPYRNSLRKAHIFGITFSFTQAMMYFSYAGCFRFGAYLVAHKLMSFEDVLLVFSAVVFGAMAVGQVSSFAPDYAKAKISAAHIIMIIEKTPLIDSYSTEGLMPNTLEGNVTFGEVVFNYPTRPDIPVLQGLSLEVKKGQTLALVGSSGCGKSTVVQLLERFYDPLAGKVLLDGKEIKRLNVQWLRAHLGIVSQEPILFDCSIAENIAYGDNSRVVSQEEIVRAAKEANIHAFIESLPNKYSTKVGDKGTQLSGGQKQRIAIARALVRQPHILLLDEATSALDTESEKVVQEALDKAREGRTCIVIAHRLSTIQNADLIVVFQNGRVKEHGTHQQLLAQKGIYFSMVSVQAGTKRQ
Cdc42 wt = human Cdc42 wildtype GTP binding change, either direction | P60953 | GST-Cdc42 beads, Bodipy-GTP binding, flow cytometry; actives lie on both sides | percent activity (GTP binding), % at 10 µM | 190,000 tested, 0.2% active | AID 761;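 active = percent activity GTP binding at least 20 points away from the 100% baseline, either down as inhibitor or up as activator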;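 note: median bead fluorescence of bound Bodipy-FL-GTP at 100 nM; 0% = excess unlabeled GTP control and 100% = no compound control; below 100% means less GTP binding so inhibitor and above means activator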
ABCG2 block = blocks JC-1 efflux by human ABCG2 transporter; Q9UNQ0; IgMXP3 cells, flow cytometry; inhibition, % at 6.6 µM; 190,000 tested, 0.1% active;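 active = inhibition above 80%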;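 note: 0% = DMSO and 100% = nicardipine control wells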
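Read-out basis: Efflux inhibition in percent versus controls | Test system: ABCG2 IgMXP3 and barcoded ABCB1 CCRF-Adr cell mix | Quantity: 3 million cells/mL in well | Schedule: 10 min at 25 °C | Control set: Nicardipine as high control, DMSO as low control | Reagent: JC-1 as fluorescent efflux pump substrate | Signal: Flow cytometry of retained JC-1 fluorescence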
Avidin fluor = compound fluoresces at 488/530 nm on avidin beads. compound fluorescence 488/530 nm, flow cytometry; hits give high values. fluorescence (KMESF) at 10 µM. 220,000 tested, 0.38% active; in the data active = fluorescence above about 47; note: inactives centre near 10
Rab7 wt modul = alters GTP binding to wildtype dog Rab7; GST-Rab7 beads, fluorescent GTP binding, flow cytometry; actives lie on both sides; untreated = 100%, excess cold GTP = 0%; GTP binding activity (percent of control), % at 10 µM; 190,000 tested, 0.055% active;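 active = fluorescent GTP binding to Rab7 beads changed by at least 20 points from the 100% baseline, either direction, mostly lower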;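 note: median green fluorescence of bound Bodipy-FL-GTP per Rab7 bead population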
HRas wt GTP = changes GTP binding to wildtype human HRas. P01112. GST-Ras wt beads, Bodipy-FL-GTP binding, flow cytometry; actives lie on both sides. GTP binding activity, % at 10 µM. 190,000 tested, 0.14% active. AID 759;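 active = GTP binding activity at least 20% away from the 100% baseline, either lowered as inhibitor or raised as activator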;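 note: 0% = unlabeled GTP competition control and 100% = no-compound control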
Rac1 wt GTP bind = human Rac1 wildtype GTP binding, inhibitors and activators. 190,000 tested, 0.27% active. P63000. GTP binding activity (% of control), % at 10 µM. GST-Rac1 beads, fluorescent GTP binding, flow cytometry; actives lie on both sides; 0 = cold GTP competed, 100 = untreated;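 active = GTP binding activity at least 20 points away from the 100% control level, either lower or higher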
Mcl1-Noxa inh = disrupts binding of human Mcl-1 to Noxa peptide; Q07820; TR-FRET Mcl-1/Noxa peptide binding, 2 h; inhibition, % at 21.7 µM; 220,000 tested, 1.5% active; AID 1022;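 active = compounds that cut the protein-peptide binding signal by more than 50% relative to plate controls in a single-dose test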;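 note: His-tagged Mcl-1 with rhodamine Noxa BH3 peptide and terbium anti-His antibody; 0% = Mcl-1 plus Noxa peptide wells and 100% = peptide-only wells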
Starred values were filed as active, the others as inactive; . = not tested or not shown.

smiles,Rab2 wt GTP,Rac1 mut GTP,Pf gametocyte,Cdc42 wt,Avidin fluor,Mcl1-Noxa inh,ABCG2 block,ABCB1 block,Rab7 wt modul,Rac1 wt GTP bind,HRas wt GTP
O=C(N/N=C/c1cccs1)c1cc(-c2ccncc2)nc2ccccc12,101,98,-1,98,2,7,0,0.1,97,97,103
COC(=O)c1sccc1NC(=O)CSc1nnnn1-c1ccccc1C,93,93,-2,94,15,1,1,0.4,93,92,95
CCCS(=O)(=O)c1nc(S(=O)(=O)c2ccc(C)cc2)c(NCCCN2CCOCC2)s1,99,99,.,98,11,15,44,1.4,98,99,98
O=C(Nc1ccc(NC(=O)C2CC2)cn1)c1ccccc1Cl,99,99,.,99,7,22,34,0.3,94,103,97
Cc1sc(N/N=C/c2cccnc2)nc1-c1ccc(Cl)cc1,97,94,.,95,35,7,0,0.0,96,96,96
CCN1CCN(C2=CC3=CC(=C(C#N)C#N)CCC3CC2)CC1 (centres undefined),110,100,.,109,15,-30,55,70*,114,108,107
Cc1nc(NC(=S)NC(=O)COc2ccccc2Cl)ccc1Br,102,103,-4,97,2,-4,-1,-0.4,101,101,99
CCOC(=O)C1=C(CN2CCN(CCC#N)CC2)NC(=O)NC1c1ccc2c(c1)OCO2 (centres undefined),98,96,-11,98,10,-4,-1,-0.3,105,97,99
CCOC(=O)CSC1=Nc2ccccc2C2=NC(CC(=O)NCc3ccccc3)C(=O)N12 (centres undefined),93,93,-8,96,8,-10,1,0.1,98,93,96
O=C(NNC(=S)NC1CCCCC1)c1ccc2c(c1)OCO2,95,98,-8,102,9,8,1,-0.1,98,103,98
CCc1cc2c(=O)c(-c3ccc4c(c3)OCCO4)coc2cc1OC(=O)c1ccco1,93,93,-18,96,10,0,8,1.3,91,95,95
COc1ccc(-c2nc(CS(=O)CC(=O)N3CCCC3)c(C)o2)cc1 (centres undefined),98,99,.,100,10,1,1,0.3,97,105,99
O=C(NCc1ccccc1)c1ccc(OC2CSC2)cc1,103,101,.,104,9,13,4,0.4,107,110,105
O=C(Cn1cnc2ccccc21)N/N=C/c1cccs1,101,99,8,104,11,11,6,0.0,103,102,100
Cc1csc(SCCn2c(N3CCCC3)nc3c2c(=O)[nH]c(=O)n3C)n1,100,100,.,101,9,2,6,1.2,102,102,100

The results go on.
smiles,Rab2 wt GTP,Rac1 mut GTP,Pf gametocyte,Cdc42 wt,Avidin fluor,Mcl1-Noxa inh,ABCG2 block,ABCB1 block,Rab7 wt modul,Rac1 wt GTP bind,HRas wt GTP
Clc1nc(Nc2ccccc2)nc(Nc2ccccc2)n1,97,97,-5,100,4,4,-1,-2.0,98,99,97
Cc1cc(S(=O)(=O)NCC(C)C)ccc1OCC(=O)N1CCOCC1,101,100,-11,103,38,1,2,0.7,103,102,101
Cc1ccc(-n2nc(-c3cccnc3)cc2C(=O)N2CCOCC2)c(C)c1,100,99,-24,99,9,9,0,0.0,98,101,98
CN(C)S(=O)(=O)c1ccc(NC(=O)N2CCN(c3cccc(C(F)(F)F)c3)CC2)cc1,102,100,-19,101,12,22,-1,-0.4,104,102,102
O=C(CSc1ccc(Cl)cc1)Nc1ncccn1,98,101,13,102,8,14,1,0.5,101,102,98
O=C(c1ccc(Cl)c(Cl)c1)N1CCOCC1,98,99,11,99,38,-45,18,1.4,99,109,100
NC(=O)c1ccc(NCCc2ccccc2)c([N+](=O)[O-])c1,92,92,0,93,10,12,23,1.7,92,93,94
Cc1ccc(C)c(Cn2c(=O)n(CCC(=O)NCc3ccco3)c(=O)c3ccccc32)c1,100,100,.,103,11,-20,-1,0.3,99,103,101
CN(C)c1cccc(C(=O)OC(C(=O)Nc2ccc(Cl)cc2C(F)(F)F)c2ccccc2)c1 (centres undefined),95,97,.,103,26,-25,64,1.4,96,101,95
CCN1CCN(C(=O)Nc2cc(Cl)ccc2OC)CC1,102,93,13,97,10,-2,12,1.1,106,99,99
COc1cc(/C=C/C(=O)c2ccc(C)cc2)ccc1OCC#N,99,100,2,103,10,12,12,0.6,100,108,101
COc1ccc(NC(=S)N(CCc2ccc(OC)c(OC)c2)Cc2ccccn2)cc1,97,96,-10,95,10,11,3,0.6,103,98,96
Cc1cc(=O)oc2ccc(OCC(=O)N3CCc4ccccc43)cc12,99,99,27,102,13,7,38,0.6,99,105,98
CCOc1ccc(NC(=S)Nc2cc(C)[nH]n2)cc1,96,97,-13,97,11,10,13,0.6,98,99,96
COc1ccc2nc(N=NC3=C(O)CC(C)(C)CC3=O)sc2c1,94,95,-13,99,20,2,10,0.0,93,96,94

Retrieved by structure from the list above:
smiles,Rab2 wt GTP,Rac1 mut GTP,Pf gametocyte,Cdc42 wt,Avidin fluor,Mcl1-Noxa inh,ABCG2 block,ABCB1 block,Rab7 wt modul,Rac1 wt GTP bind,HRas wt GTP
Cc1cc(=O)oc2ccc(OCC(=O)N3CCc4ccccc43)cc12,99,99,27,102,13,7,38,0.6,99,105,98
O=C(CSc1ccc(Cl)cc1)Nc1ncccn1,98,101,13,102,8,14,1,0.5,101,102,98
Cc1ccc(-n2nc(-c3cccnc3)cc2C(=O)N2CCOCC2)c(C)c1,100,99,-24,99,9,9,0,0.0,98,101,98

Carrying on.
smiles,Rab2 wt GTP,Rac1 mut GTP,Pf gametocyte,Cdc42 wt,Avidin fluor,Mcl1-Noxa inh,ABCG2 block,ABCB1 block,Rab7 wt modul,Rac1 wt GTP bind,HRas wt GTP
Cc1ccc(-c2nc(-c3cccnc3)no2)c(C)c1,95,98,.,99,18,9,7,0.9,92,96,97
COc1ccccc1NC(=O)c1ccc2c(c1)nnn2C,98,95,18,98,23,21,2,0.3,106,97,98
COc1ccc(NC(=O)N2CCN(c3ccc([N+](=O)[O-])cc3)CC2)cc1OC,96,95,.,98,11,-8,7,-0.1,97,98,97
CCOC(=O)C1CCN(S(=O)(=O)c2ccc(-c3nc4ccccc4s3)s2)CC1,100,97,10,104,28,26,-2,-0.7,104,107,102
COc1ccc(C2CC(c3ccccc3)Nc3ncnn32)cc1 (centres undefined),102,100,.,106,9,17,-2,-2.3,101,107,102
Cc1cc(C)cc(OC(=O)CS(=O)c2ccc(C(F)(F)F)cc2[N+](=O)[O-])c1 (centres undefined),100,97,-7,98,14,20,0,0.2,101,101,98
CCCCCOc1ccc(C(=O)N(Cc2ccco2)C2CCS(=O)(=O)C2)cc1 (centres undefined),102,101,.,98,35,-13,0,0.4,102,101,101
Nc1cc(C(=O)O)ccc1Nc1ccc(F)c(F)c1,96,95,1,100,10,12,2,0.6,94,96,97
CCOc1ccc(S(=O)(=O)N2CCN(C(=S)NCc3ccco3)CC2)cc1,103,101,9,101,13,0,-1,0.8,100,102,102
COc1ccc(Cl)c(NC(=O)Cn2nnc(-c3ccccc3N)n2)c1,95,98,.,97,4,2,0,-0.1,97,100,99
CCN1CCN(C(=O)c2cn(CCOC)c(=O)c3c2c2ccccc2n3C)CC1,104,102,.,111,33,-3,0,0.1,102,106,108
N=C1c2ccccc2CN1NC(=O)CC12CC3CC(CC(C3)C1)C2,101,101,0,101,4,-9,6,0.2,96,104,102
COc1ccc(CCn2c(C)c(C(C)=O)c3cc(OC(=O)c4ccco4)ccc32)cc1OC,93,97,-13,93,5,-4,-1,0.3,91,95,93
Cc1cc(-c2cccc(Br)c2)c(C#N)c(N)n1,96,96,22,95,11,-16,18,0.9,96,96,98
COc1cc(OC)c(NC(=O)c2ccco2)cc1Cl,100,99,18,102,8,12,6,0.9,100,102,100

(next part)
smiles,Rab2 wt GTP,Rac1 mut GTP,Pf gametocyte,Cdc42 wt,Avidin fluor,Mcl1-Noxa inh,ABCG2 block,ABCB1 block,Rab7 wt modul,Rac1 wt GTP bind,HRas wt GTP
CCN(CC)C(=O)C(C)OC(=O)COc1ccc(Cl)cc1Cl (centres undefined),96,97,27,99,16,7,29,1.5,98,101,97
CCOC(=O)c1ccc(-n2c(C)nc3c(cnn3-c3ccccc3C)c2=O)cc1,104,104,.,106,8,13,1,0.5,103,109,105
O=C(NCCN1CCOCC1)c1ccc(CSc2nc3ccncc3n2Cc2ccc(F)cc2)cc1,95,99,.,99,7,6,-1,0.2,95,104,98
Cn1c(NCC(O)c2ccccc2)nc2c1c(=O)n(Cc1ccc(Cl)cc1)c(=O)n2C (centres undefined),92,96,-1,91,4,6,5,1.0,95,90,92
O=C(c1cccc(COc2ccc(Cl)cc2Cl)c1)N1CCN(c2ccccn2)CC1,93,91,.,94,14,25,1,0.3,93,92,94
CC(=O)N1N=C2/C(=C/c3ccccc3)CCCC2C1c1ccccc1 (centres undefined),99,94,8,100,10,6,18,-0.5,98,95,95
O=C(NCC(=O)N(Cc1cccs1)C(C(=O)NC1CCCC1)c1ccncc1)c1ccco1 (centres undefined),99,99,.,102,15,42,0,0.0,99,104,99
Cc1sc(NC(=O)c2cccs2)nc1-c1ccccc1,98,97,-14,101,34,-10,33,0.5,101,104,99
